Bioassay records from PubChem.
14-3-3 Bad inh – inhibitors of 14-3-3 zeta/Bad binding, primary screen, biochemical, TR-FRET, bovine 14-3-3 zeta; AID 781, 2007; TR-FRET 14-3-3zeta/Dy647-pBad peptide displacement, 1 h; 14-3-3 protein zeta/delta (Bos taurus), P63103; 220,000 compounds, 0.71% hits; inhibition, % at 21.7 µM;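 active = inhibition above about 70%, limit read from the data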;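 note: 0% = full 14-3-3 plus peptide FRET controls and 100% = background without 14-3-3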
KLK5 inh – human KLK5 protease inhibitors, primary screen, biochemical, 1536-well; recombinant hK5, fluorogenic AMC substrate cleavage; inhibition, % at 5 µM; 210,000 compounds, 0.59% hits; AID 873, 2007;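 active = inhibition of 40% or more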;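 note: 0% = enzyme controls without compound and 100% = no-enzyme blanks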
thrombin 1536 – human alpha-thrombin inhibitors, primary screen, counter-screen for coagulation protease inhibitor project, biochemical, 1536-well, fluorogenic AMC substrate; AID 1046, 2008; inhibition, % at 5 µM; Prothrombin (Homo sapiens), P00734; Boc-VPR-AMC fluorogenic substrate cleavage; 220,000 compounds, 0.26% hits;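 active = inhibition at or above 40%; inactive = inhibition below 40%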;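 note: 0% = enzyme with no compound and 100% = wells without enzyme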
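Material: Human alpha-thrombin protein | Buffer or medium: pH 7.5 Tris-saline with Tween 20 | Reagent: Boc-VPR-AMC substrate, 15 µM final | Schedule: Reaction at ambient temperature | Detection: AMC fluorescence at 355 nm excitation and 460 nm emission | Evaluation: Percent inhibition scaled between no-compound controls and no-enzyme blanks | Controls: no-compound enzyme wells and no-enzyme blanks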
eIF4E 4G PPI – eIF4E–eIF4G protein interaction inhibitors, primary screen, biochemical, uHTS, TR-FRET, eIF4GI fragment; Eukaryotic translation initiation factor 4E (Mus musculus) + Eukaryotic translation …; TR-FRET eIF4E-eIF4GI(517-606) binding, 2 h; inhibition, % at 21.7 µM; 220,000 compounds, 0.37% hits;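 note: 0% = full FRET control wells and 100% = background wells lacking eIF4GI fragment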
p47phox inh – p47phox/p22phox peptide binding inhibitors, primary screen, biochemical, uHTS, NADPH oxidase regulatory subunit; Neutrophil cytosol factor 1 (Homo sapiens), P14598; fluorescence polarization, 2 h; inhibition, % at 24.7 µM; 220,000 compounds, 0.53% hits;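 note: 0% = p47phox with labelled peptide and 100% = labelled peptide alone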
Furin inhibitor – human furin inhibitors, primary screen, biochemical, fluorescence intensity; P09958; purified furin, fluorogenic substrate cleavage; inhibition, % at 30 µM; 220,000 compounds, 0.061% hits; in the data active = inhibition above about 25%; note: inactives centre near -15
Rad51 HR inh – human RAD51 strand exchange inhibitors, primary screen, biochemical, fluorescence; inhibition, % at 10 µM; hRad51 DNA strand exchange, fluorescence dequenching; DNA repair protein RAD51 homolog 1 (Homo sapiens), Q06609; 200,000 compounds, 0.085% hits;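 active = inhibition above 40% at the single screening dose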;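 note: 0% = DMSO control wells and 100% = blanks with heterologous ssDNA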
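material = hRad51 filaments on single-stranded DNA | timing = filaments 15 min 37 °C, then compound 30 min | signal = FRET fluorescence dequenching, excitation 485 nm, emission 520 nm | benchmarks = control wells and blank wells on each plate | evaluation = percent inhibition relative to plate controls and blanks | compound = 10 µM final, single point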
EBV gp42 block – Epstein-Barr virus gp42 inhibitors, primary screen, biochemical, uHTS, fluorescence polarization. 220,000 compounds, 0.42% hits. Glycoprotein 42 (Epstein-Barr virus (strain AG876)), Q1HVG2. inhibition, % (tested at 21.74 µM). Fluorescence polarization binding assay, mP read-out; in the data active = inhibition above about 50%
Cl transport mod – KCC2 cotransporter modulators, thallium flux, primary screen, cell-based, HEK293 KCC2, FluoZin-2 fluorescence, MLSMR | 190,000 compounds, 2.2% hits | AID 1456, 2008 | B-score of Tl+ flux slope (higher = more flux/activation; lower = inhibition) at 10 µM | KCC2 cells, thallium flux FluoZin-2 fluorescence;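 active = thallium flux slope and its plate-corrected score both differing from the plate sample mean at a set confidence after two filtering rounds, in either direction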;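 note: slope of fluorescence scaled to starting intensity during 10 to 20 s after thallium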
Target sequence (Q9H2X9 whole entry, looked up): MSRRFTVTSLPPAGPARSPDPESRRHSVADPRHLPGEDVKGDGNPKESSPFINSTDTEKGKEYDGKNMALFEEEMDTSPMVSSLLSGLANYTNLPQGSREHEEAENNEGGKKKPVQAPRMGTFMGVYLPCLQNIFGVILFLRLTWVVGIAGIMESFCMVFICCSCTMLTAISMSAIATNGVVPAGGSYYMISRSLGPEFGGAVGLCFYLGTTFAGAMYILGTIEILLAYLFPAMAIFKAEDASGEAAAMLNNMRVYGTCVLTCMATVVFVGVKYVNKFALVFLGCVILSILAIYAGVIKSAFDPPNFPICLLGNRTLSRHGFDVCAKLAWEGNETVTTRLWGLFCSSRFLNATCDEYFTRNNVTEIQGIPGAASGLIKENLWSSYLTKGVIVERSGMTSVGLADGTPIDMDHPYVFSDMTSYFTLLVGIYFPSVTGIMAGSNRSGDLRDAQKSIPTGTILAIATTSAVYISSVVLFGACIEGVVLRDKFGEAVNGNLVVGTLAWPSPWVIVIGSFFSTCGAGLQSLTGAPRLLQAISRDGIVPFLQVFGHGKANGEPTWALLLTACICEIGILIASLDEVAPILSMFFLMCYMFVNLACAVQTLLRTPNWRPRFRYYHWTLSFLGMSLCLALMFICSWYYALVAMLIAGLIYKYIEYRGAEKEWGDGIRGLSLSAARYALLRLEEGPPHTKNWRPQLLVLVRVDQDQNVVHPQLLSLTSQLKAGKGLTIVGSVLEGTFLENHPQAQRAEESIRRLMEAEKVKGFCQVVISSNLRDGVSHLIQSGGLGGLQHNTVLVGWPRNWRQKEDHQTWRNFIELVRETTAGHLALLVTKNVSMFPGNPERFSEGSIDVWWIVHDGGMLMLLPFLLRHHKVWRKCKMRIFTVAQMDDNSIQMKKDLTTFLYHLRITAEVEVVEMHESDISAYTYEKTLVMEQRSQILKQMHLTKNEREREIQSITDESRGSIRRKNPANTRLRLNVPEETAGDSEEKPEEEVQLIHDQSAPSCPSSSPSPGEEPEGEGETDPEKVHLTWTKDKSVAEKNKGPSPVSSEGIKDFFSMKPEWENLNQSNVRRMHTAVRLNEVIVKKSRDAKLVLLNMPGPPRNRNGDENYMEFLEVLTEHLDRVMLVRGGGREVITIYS
* hit, by the source's call; nt = no result given; [ ] = dose if it differs, or a comment.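 Rule for the calls, unless noted: active = inhibition above about 30% (limit read from the data); inactive = the rest.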

SMILES	14-3-3 Bad inh	KLK5 inh	thrombin 1536	eIF4E 4G PPI	p47phox inh	Furin inhibitor	Rad51 HR inh	EBV gp42 block	Cl transport mod
CC(OC(=O)c1ccccc1NCc1ccco1)C(=O)Nc1ncc(Cl)cc1Cl (centres undefined)	9	-34	2	5	-1	-35	-3	-9	-3*
CS(=O)(=O)c1ccc(C(=O)Nc2ccc(N3CCCCC3)cc2)c(Cl)c1	-19	1	-9	0	-18	-19	23	2	0.095
Cc1cc(-c2ccc(NC(=O)[C@@H]3CCCC[C@@H]3C(=O)O)c(C)c2)ccc1NC(=O)[C@@H]1CCCC[C@@H]1C(=O)O	-3	-12	3	1	-3	-23	15	10	-0.0017
Cc1cc(C)nc(NC2=NC3CCCCC3N2)n1 (centres undefined)	1	0	-3	2	-4	-27[20 µM]	-11	-14	-0.78
O=C(Nc1ccccn1)C1CCN(S(=O)(=O)c2cccc3nonc23)CC1	-8	-4	0	-2[fluorescence artefact?]	-11	-17[20 µM]	4	0	-0.034
O=C(c1ccc(F)cc1)C1CCN(C(=O)c2ccncc2)CC1	-2	2	-3	0	-7	-16	-3	-16	0.25
O=C(Nc1cccc(Cl)c1)N1CCN(C2c3ccccc3-c3ccccc32)CC1	0	6	-1	6	-4	-32	11	-3	0.11
O=C(NC(C(=O)N/N=C/c1cccnc1)c1n[nH]c(=O)c2ccccc12)c1ccccc1 (centres undefined)	-1	1	-8	2	-3	-13	-2	-8	0.89
Nc1c(C(=O)NCc2ccccc2)nnn1Cc1ccc(F)cc1	-6	-2	-2	-3	2	-11	5	1	0.89
Cc1cccc(-n2c(SCc3ccc(C#N)cc3)nnc2-c2c[nH]c3ccccc23)c1	-6	-22	-8	-6	-5	-3	0	8	-0.21
c1ccc(-c2nc(-c3ccccn3)no2)cc1	4	-1	2	0[fluorescence artefact?]	-3	-15[20 µM]	-7	-24	0.057
COc1ccccc1-n1cc(CN2CCN(CC(C)C)C(CCO)C2)cn1 (centres undefined)	-3	-1	-9	-3	-10	-42	-1	-1	1.2
Nc1ncnc2c1ncn2CCOc1ccccc1	63[fluorescence artefact?]	-1	-4	-2[fluorescence artefact?]	-6	-13[20 µM]	-4	-6	0.55
COc1ccc(NC(=O)C2CCCN(c3nccc(C)n3)C2)cc1 (centres undefined)	-1	-12	-1	-1	-2	-15	-1	3	-3
Cc1ccc(-c2onc3ccc(C=O)cc23)cc1	10	-2	4	7	-22	-16[20 µM]	-3	7	-0.00068
O=C(CNC(=O)c1ccccc1Br)N/N=C/c1cc(Br)ccc1O	93*	-11	16	0	-1	-18	-2	1	-1.4
Cc1ccc(CN2CCN(Cc3cn(C)nc3C)CC2CCO)o1 (centres undefined)	-12	1	-2	-2	-2	-9	7	-17	0.71
CC(/C=C\C=C\c1ccccc1)=N\NC(=O)c1cncc(Br)c1	-24	-10	0	1	-19	-10	5	-16	13*
O=C(CSc1nc(-c2ccco2)cc(C(F)(F)F)n1)NCC1CCCO1 (centres undefined)	6	2	-3	1	-15	-3[20 µM]	-1	0	-0.0066
O=C(CSc1nnnn1-c1ccc2c(c1)CCC2)NCc1cccs1	7	-2	-2	-3	-4	-19	7	-27	nt
COc1ccc(CN(CCC(c2ccco2)C(C)C)C(C)=O)cc1OC (centres undefined)	-4	-4	-2	-3	1	-24	13	-3	-0.1
COCCn1c(SCC(=O)Nc2nnc(C)s2)nnc1-c1ccncc1	7[fluorescence artefact?]	5	0	6[fluorescence artefact?]	-9	-18[20 µM]	-3	12	0.99
CCOC(=O)N1CCN(C(c2cccnc2)c2ccc3cccnc3c2O)CC1 (centres undefined)	53[fluorescence artefact?]	-191	0	41*[fluorescence artefact?]	6	-18[20 µM]	14	-29	-0.78
CCCc1nc2oc3c(OCC)ncnc3c2c2c1COC(C)(C)C2	5	9	3	3	-2	-12[20 µM]	1	-20	-1.1
NC(=O)CSc1ncnc2c1nnn2Cc1ccc(F)cc1	10	2	8	-1	-4	-6	-5	5	0.75
O=C1CCCCC/C1=N/Nc1ccc(OCc2ccccc2)cc1	-3	4	0	-2	-13	-19	15	-13	-0.77
C=CCOc1c2ccc(C(=O)NC3CCCc4ccccc43)cc2nn1C (centres undefined)	25	4	0	0[fluorescence artefact?]	-7	-11[20 µM]	-3	-5	0.7
O=C(COc1ccccc1Br)NCc1ccccn1	1	-6	0	-4	-13	-22[20 µM]	0	-14	nt
O=Cc1ccc(OC(=O)c2cccnc2)cc1	-3	-17	3	-2	-3	-19	2	3	1.9
Cc1ccccc1NC(=O)C1CCN(S(=O)(=O)c2cccs2)CC1	-15	-2	-9	0	-8	-18	-20	-7	0.6
CC1Cc2ccccc2N1C(=O)COC(=O)Cn1nnc(-c2ccccc2)n1 (centres undefined)	10	2	-7	-7[fluorescence artefact?]	-11	-19[20 µM]	0	-8	-0.78
COc1cc(S(=O)(=O)n2ccnc2)ccc1Br	4	-31	3	-2	-8	-19	5	-3	-0.5
COc1ccc(-n2[nH]c(C)cc2=O)cc1	-6	-4	-1	7	10	-19	18	-4	0.44
Cc1cccc(/C=N/NC(=O)c2ccc(Br)cc2)c1	-7[fluorescence artefact?]	-8	-6	15	-2	-8	6	-13	-0.58
O=C(Oc1ccc(=O)n(-c2ccccc2)n1)c1ccc(F)cc1	0	10	6	5	-1	-2	-2	-3	nt
O=C(c1cc(-c2cccs2)nc2ccccc12)N1CCN(S(=O)(=O)c2ccccc2)CC1	-6	-37	0	-1	-22	-26[20 µM]	-3	-12	1.2
Cc1ccc2c(c1)NC(=O)C(CC(=O)NCCCN1CCN(C3CCCCC3)CC1)O2 (centres undefined)	5	-5	-8	0	-4	-20	10	4	0.052
O=C(NC1CCCCC1)c1cc([N+](=O)[O-])ccc1N1CCCCC1	2	-2	4	-5	-4	-8[20 µM]	118*	1	nt
CCOC(=O)c1cc(-c2ccc3c(c2)OCCO3)nc2c1c(C)nn2CCC#N	nt	-23	0	nt	nt	-2	2	nt	0.32
Cc1c(C(=O)O)sc(S(=O)(=O)N2CCNCC2)c1C(=O)O	8	-8	-9	4	-3	-10	6	-15	0.066
O=C(c1ccco1)N1CCC(N2CCN(c3ccccc3)CC2)CC1	16	-2	-4	1	0	-19	-2	-7	0.59
O=C(C1CC1)N1CCc2cc(S(=O)(=O)NCCC3=CCCCC3)ccc21	5	-13	-1	-6[fluorescence artefact?]	-14	-2	0	-17	nt
O=c1c2ccccc2nc2c3ccccc3c3nncn3n12	-10[fluorescence artefact?]	-17	-5	-7	-5	-33	4	-3	-0.62
COC(=O)CC/C(O)=C1\C(=O)CC(C)(C)CC1=NCCc1nc2ccccc2[nH]1	5	-7	16	2	0	-14	4	-7	0.53
CC1CCCCN1CCNC(=O)c1cc2c(=O)n(C)c3ccccc3c2n1C (centres undefined)	15	-7	-7	1[fluorescence artefact?]	-21	-19	2	8	0.9
CC1Cc2cc(C(=O)O)ccc2O1 (centres undefined)	9	-3	8	2	-7	-17	-3	-8	nt
O=C(Nc1ccccc1)OCc1ccccn1	1[fluorescence artefact?]	-5	3	1	-3	-25	5	-10	0.66
CC(C)OC(=O)CN1C(=O)C(C)(C)Oc2ccc(C(=O)NC(C)(C)C)cc21	nt	-5	-4	nt	-145	-16	-3	-6	-0.36
Cc1c(F)cccc1NS(=O)(=O)c1ccc(OCCNS(C)(=O)=O)cc1	5	nt	-4	5	-6	-3	nt	-16	0.13
Cc1nn(Cc2ccc(C(=O)Nc3nc4c(C)cccc4s3)o2)c(C)c1Br	-2	39	7	8	-25	-15[20 µM]	8	6	0.21
Cc1cc(=O)c(C(=O)O)nn1-c1ccc(Cl)cc1	15	5	0	-14	6	-24	3	-2	0.9
O=S(=O)(NCc1cc(-c2ccc(Cl)cc2)no1)c1ccccc1	-4	-17	-2	2	-17	-35[20 µM]	2	-14	nt
O=C(CC1Oc2ccccc2NC1=O)NCc1ccc(Cl)cc1 (centres undefined)	8	-4	0	2[fluorescence artefact?]	-6	-36	5	-16	nt
COC(=O)Cn1cc(C(=O)OC)c2ccccc21	0[fluorescence artefact?]	-10	-14	-20[fluorescence artefact?]	2	-4[20 µM]	5	-26	0.82
O=C(N/N=C/c1cn(-c2ccccc2)nc1-c1cc2ccccc2o1)c1c[nH]c2ccccc12	-2	nt	-2	7	-24	6	nt	11	1.2
O=C(COc1ccc2ccccc2c1Br)NC(=S)Nc1cccc(CO)c1	42	-14	-2	-11	19	-22	nt	6	1.3
CSCC[C@H](NC(=O)CCCn1nnc2ccccc2c1=O)C(=O)O	-4	-2	-3	1	-5	-13	-12	-3	0.75
CCSc1nnc(NC(=O)C2Cc3ccccc3CN2S(=O)(=O)CC)s1 (centres undefined)	-6	13	-3	0	-15	-9	-1	-13	2.9
O=C(NNc1ccccc1C(F)(F)F)c1cccs1	-6	-5	8	-3	-6	-5	16	-9	1.8
CC(=O)Nc1nc(CC(C)C)cc(-c2ccco2)c1C#N	13[fluorescence artefact?]	-20	3	0[fluorescence artefact?]	-19	-22[20 µM]	-7	-22	0.74

Compound profiles, from the list above.
O=C(c1ccco1)N1CCC(N2CCN(c3ccccc3)CC2)CC1 in the list: 14-3-3 Bad inh = 16; KLK5 inh = -2; thrombin 1536 = -4; eIF4E 4G PPI = 1; p47phox inh = 0; Furin inhibitor = -19; Rad51 HR inh = -2; EBV gp42 block = -7; Cl transport mod = 0.59
CC1Cc2cc(C(=O)O)ccc2O1 (centres undefined) in the list: 14-3-3 Bad inh = 9; KLK5 inh = -3; thrombin 1536 = 8; eIF4E 4G PPI = 2; p47phox inh = -7; Furin inhibitor = -17; Rad51 HR inh = -3; EBV gp42 block = -8; Cl transport mod = nt

The list goes on.
SMILES	14-3-3 Bad inh	KLK5 inh	thrombin 1536	eIF4E 4G PPI	p47phox inh	Furin inhibitor	Rad51 HR inh	EBV gp42 block	Cl transport mod
O=C(O)c1ccc(/C=C/c2ccc3cccc(O)c3n2)cc1	-6	-40	-9	0	4	1	-12	5	-0.64
O=C(C1CCCN(Cc2nc(-c3cccs3)no2)C1)N1CCOCC1 (centres undefined)	-2	4	0	-1	-8	-35	3	-4	-0.033
CCC(C)c1ccccc1OCCOCCN1CCCC1 (centres undefined)	5[fluorescence artefact?]	-17	-9	5[fluorescence artefact?]	-10	-11	0	2	0.54
Fc1cccc2sc(Nc3nnc(-c4ccccc4)o3)nc12	11	-450	-8	0[fluorescence artefact?]	-18	-18	6	-9	nt

Gathered by group, the entries above containing a cyano group (3)
SMILES	14-3-3 Bad inh	KLK5 inh	thrombin 1536	eIF4E 4G PPI	p47phox inh	Furin inhibitor	Rad51 HR inh	EBV gp42 block	Cl transport mod
Cc1cccc(-n2c(SCc3ccc(C#N)cc3)nnc2-c2c[nH]c3ccccc23)c1	-6	-22	-8	-6	-5	-3	0	8	-0.21
CCOC(=O)c1cc(-c2ccc3c(c2)OCCO3)nc2c1c(C)nn2CCC#N	nt	-23	0	nt	nt	-2	2	nt	0.32
CC(=O)Nc1nc(CC(C)C)cc(-c2ccco2)c1C#N	13[fluorescence artefact?]	-20	3	0[fluorescence artefact?]	-19	-22[20 µM]	-7	-22	0.74
